GCN5L2 inh – qHTS Assay for Inhibitors of GCN5L2; Histone acetyltransferase KAT2A (Homo sapiens), Q92830; GCN5L2 HAT assay, ThioGlo1 CoA-SH fluorescence; Potency, µM (series often up to 58.9 µM), inactives show top-dose activity change, negative = inhibition, hits mostly inhibitors; 0.21% of 390,000 active; AID 504327, 2011
Target sequence (Q92830 whole entry, looked up): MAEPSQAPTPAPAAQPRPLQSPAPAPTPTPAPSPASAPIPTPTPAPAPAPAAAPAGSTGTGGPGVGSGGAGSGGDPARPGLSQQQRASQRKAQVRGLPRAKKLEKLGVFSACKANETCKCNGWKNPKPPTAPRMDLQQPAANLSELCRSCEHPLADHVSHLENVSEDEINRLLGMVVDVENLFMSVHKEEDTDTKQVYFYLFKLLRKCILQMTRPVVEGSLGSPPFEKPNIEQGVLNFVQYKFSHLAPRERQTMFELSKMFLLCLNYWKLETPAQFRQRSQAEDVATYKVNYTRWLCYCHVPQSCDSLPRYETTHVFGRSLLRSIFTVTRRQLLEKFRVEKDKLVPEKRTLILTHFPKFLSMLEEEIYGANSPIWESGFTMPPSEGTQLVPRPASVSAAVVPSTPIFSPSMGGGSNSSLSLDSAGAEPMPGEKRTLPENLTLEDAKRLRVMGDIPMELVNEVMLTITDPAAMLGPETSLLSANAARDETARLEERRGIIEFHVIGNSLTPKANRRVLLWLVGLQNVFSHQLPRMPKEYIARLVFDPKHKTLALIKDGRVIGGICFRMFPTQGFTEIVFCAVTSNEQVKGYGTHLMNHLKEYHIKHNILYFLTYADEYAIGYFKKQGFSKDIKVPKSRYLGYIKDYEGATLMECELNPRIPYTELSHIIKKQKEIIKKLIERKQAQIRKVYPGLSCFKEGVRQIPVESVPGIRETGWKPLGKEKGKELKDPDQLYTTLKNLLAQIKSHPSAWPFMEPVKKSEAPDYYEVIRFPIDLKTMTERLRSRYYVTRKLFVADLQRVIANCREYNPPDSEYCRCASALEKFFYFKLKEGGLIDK
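Preincubate 20nM GCN5L2 with compound 15 min, RT → add 50uM ThioGlo1 + 75uM H3(1-25) + 70uM acetyl-CoA → read fluorescence 0 and 20 min. Primary qHTS; fluorescent artifacts likely.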
DT40 TDP1 CPT – qHTS for Inhibitors of human tyrosyl-DNA phosphodiesterase 1 (TDP1): qHTS in cells in presence of CPT | chicken DT40 Tdp1-/-;hTDP1 cells + 20 nM CPT, ATP luminescence, 48 h | Potency, µM (top dose mostly 46.2 µM), without a hit: top-dose activity change, negative = growth inhibition, hits mostly inhibitors | 12% of 420,000 active | AID 686979, 2013; also: nearly all actives have a fitted effect of over 55% in size
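Chicken DT40 Tdp1-/- cells complemented with human TDP1, 400 cells/well, exposed to compounds plus 20 nM camptothecin for at least 48 h at 37 C; viability read as ATP content by CellTiter-Glo luminescence.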
FEN1 inh – qHTS Assay for the Inhibitors of Human Flap endonuclease 1 (FEN1). 0.35% of 390,000 active. AID 588795, 2011. Recombinant FEN1 flap cleavage, fluorescence, 15 min. P39748. Potency, µM (titrated, usually from 114 µM), for inactives: top-dose activity change, negative = inhibition, hits mostly inhibitors; also: nearly all actives have a fitted effect of over 65% in size
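Read-out was taken twice, immediately and after 15 min, following addition of 50 nM substrate to 10 nM FEN1 that had sat with test compound for 15 min at room temperature. Curves came from a four-parameter Hill model.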
* marks the source's active call; other numbers are inactive results; ? = inconclusive; · = not tested or not shown; & = joins results of further samples; [ ] = dose if it differs, or a comment. Calls follow the shape of the dose curve; as a rule, active = well fitted curve in the direction sought with a large enough effect; inconclusive = small, poorly fitted or top-dose-only effect, or another doubt; inactive = no such curve, though single readings can be large; an effect the other way counts as inactive or inconclusive. % is scaled to controls: 0 for no effect and ±100 for the full control effect; potency is read from the fitted curve at half-maximal effect. Not all compounds are listed, so the mix of outcomes need not match the whole.

SMILES | GCN5L2 inh | DT40 TDP1 CPT | FEN1 inh
CCCCNc1ccncc1S(=O)(=O)NC(=O)NC(C)C | -2.4% | 18.4% | 10.0%
COC(=O)C1=C(c2ccccc2)C[C@@H]2CC[C@H]1N2C(=O)NC1CCCCC1 | · | ? | -2.5%
CCCC(c1nnnn1Cc1cccs1)N1CCN(c2nc3ccccc3s2)CC1 (centres undefined) | -9.8% | ? | -18.5%
CSC1=NP(=S)(SC)N(C)c2nc3n(c21)CCC3 (centres undefined) | -11.9% | ? | -4.0%
CCCCCn1c(=O)c(C(=O)NCc2ccccc2Cl)c(O)c2ccccc21 | -0.2% | ? | -15.5%
CC(C)CCNC(=O)c1c(N)n(Cc2ccc3c(c2)OCO3)c2nc3ccccc3nc12 | -17.0% | ? | -1.7%
C[C@]12CCC(=O)C=C1CCc1ccc(O)cc12 | -0.8% | -4.7% | ·
COC(=O)C1=C(c2c(C)noc2C)C[C@@H]2CC[C@H]1N2C(=O)NCc1ccc(F)cc1 | 1.2% | -4.2% | 15.9%
c1ccc2c(CNC3CCCCCC3)c[nH]c2c1 | 1.1% | 3.26µM* | 9.5%
COc1cc([N+](=O)[O-])c2nc(C)ccc2c1[N+](=O)[O-] | · | 9.2µM* | 5.3%

Given with each value named: three of the compounds above.
c1ccc2c(CNC3CCCCCC3)c[nH]c2c1
  GCN5L2 inh: 1.1%	DT40 TDP1 CPT: 3.26µM*	FEN1 inh: 9.5%

CCCC(c1nnnn1Cc1cccs1)N1CCN(c2nc3ccccc3s2)CC1 (centres undefined)
  GCN5L2 inh: -9.8%	DT40 TDP1 CPT: ?	FEN1 inh: -18.5%

COc1cc([N+](=O)[O-])c2nc(C)ccc2c1[N+](=O)[O-]
  GCN5L2 inh: ·	DT40 TDP1 CPT: 9.2µM*	FEN1 inh: 5.3%

Following part.
SMILES | GCN5L2 inh | DT40 TDP1 CPT | FEN1 inh
CC1(C)C2SCC(=O)N2CCN1CC(=O)NN (centres undefined) | -5.7% | 9.4% | 7.3%
Cc1ccccc1O | -6.2% | 14.4% | -0.4%
O=P(Nc1cccnc1)(Oc1ccccc1)Oc1ccccc1 | -4.5% | 21.4% | -13.0%
Cc1cccc(-n2c(CN3C(=O)c4ccccc4C3=O)nc3ccccc3c2=O)n1 | · | -16.0% | -2.9%
CN1CCN(C(=O)COc2ccc3ccccc3c2Br)CC1 | 0.9% | -10.3% | 3.7%
NS(=O)(=O)c1ccc(N=Cc2c(O)n(-c3ccccc3)c(=O)[nH]c2=O)cc1 | 1.1% | 3.5% | -0.7%
CCCCOc1nc2ccccc2c(=O)n1-c1ccccc1 | -7.7% | ? | -5.7%
O=P(NS(=O)(=O)c1ccccc1)(Oc1ccccc1)Oc1ccccc1 | 2.5% | -18.0% | 7.4%
COc1cccc(-n2c(SCC(=O)c3ccc(Cl)cc3)nc3c([nH]c4ccccc43)c2=O)c1 | -0.9% | 3.66µM* | 3.7%
C/C(=C/C=C/[C@@H](C)C(=O)O)[C@H]1CN[C@H](C(=O)O)[C@H]1CC(=O)O | 0.8%&-1.6% | 0.2% | 16.6%
COc1cccc(CNCCc2ccccc2)c1OC | -15.3% | 4.5% | 0.7%
CCc1nnc(NC(=O)CSc2ccc(-c3ccco3)nn2)s1 | ? | 5.3% | 1.8%
CC(=O)Nc1ccc(C(=O)OCC(=O)Nc2ccc(Cl)cc2C(=O)c2ccccc2)cc1 | -6.3% | -14.1% | -9.4%
Cc1ccc(N2CCN(CCc3ccccc3)CC2)cc1 | -0.1% | -27.5% | 0.6%
CCOC(=O)c1ccccc1N | -2.2% | 7.8% | -3.2%
COc1cc(CC(=O)N2C[C@H]3C[C@@H](C2)c2cccc(=O)n2C3)cc(OC)c1OC | -1.1% | 3.9% | 1.8%
COC(=O)C1=C(c2ccc(F)cc2F)C[C@@H]2CC[C@H]1N2C(=O)N1CCC(O)(c2ccc(Cl)cc2)CC1 | -9.6% | 20.6µM* | ?
CN(C)CC#CCOCCOCCC#N | -0.3% | 6.6% | -2.7%
O=C(c1ccc2c3c(cccc13)CC2)C1CCCN(CC2CC2)C1 (centres undefined) | 2.5% | 18.4µM* | 14.5%
Cc1cccc(NP(C)(=O)c2nc3c(s2)CCCC3)c1 (centres undefined) | -3.0% | -2.4% | 1.8%
O=C1c2ccccc2C(=O)N1SC1CCCCC1 | 6.0% | 3.66µM* | -5.3%
Cc1ccc(-c2nn3c(=O)cc(CN4CCN(C(=O)COc5ccc(C)c(C)c5)CC4)nc3s2)cc1 | -6.6% | ? | -6.3%
O=C(Nc1cccc(F)c1)N1CC2(CCN(C(=O)Oc3ccccc3)CC2)C1 | -13.7% | 8.8% | ·
O=C(c1ccccc1)N1CCC2(CC1)OCCO2 | -5.4% | 9.8% | 7.8%
COC(=O)C1=C(c2cccc(C#N)c2)C[C@@H]2CC[C@H]1N2C(=O)NC(C)C | -5.7% | 4.8% | -0.8%
CC1C(c2ccccc2)OC(=O)N1C (centres undefined) | · | -10.5% | -8.5%
O=P(Oc1ccc(-c2ccccc2)cc1)(N1CC1)N1CC1 | · | 2.06µM* | 7.1%
CCOc1cc(CNC(C)C(O)c2ccccc2)cc(Cl)c1OCC (centres undefined) | 0.9% | ? | 1.0%
Cn1cc[n+](C)c1P(=S)(c1ccccc1)c1ccccc1 | -8.0% | 10.3µM* | -15.6%
C=CCc1cccc(C=Nc2c[nH]c(=O)[nH]c2=O)c1O | 0.1% | 18.4µM* | 10.9%
Cn1c(=O)c2c(-c3ccccc3)n3c(c2n(C)c1=O)C(c1cc(Cl)ccc1O)Nc1ccccc1-3 (centres undefined) | -14.3% | 9.2µM* | -13.2%
CCC(=O)Nc1cc(C(=O)O)ccc1S(=O)(=O)c1ccc(C)cc1 | -19.3% | 12.6% | ?
C=C1CC[C@@]2(O)[C@H]3Cc4ccc(O)c5c4[C@@]2(CCN3CC2CC2)[C@H]1O5 | -4.6%&-0.4% | 1.3%&17.9% | 9.7%
Nc1ccc(C2(c3ccc(N)cc3)c3ccccc3-c3ccccc32)cc1 | -10.0% | 25.9% | 0.5%
COc1cc2c3cc1Oc1cc(ccc1O)C[C@@H]1c4c(cc(OC)c(O)c4Oc4ccc(cc4)C[C@H]3N(C)CC2)CCN1C | -1.1% | 4.11µM* | -11.6%
C/C=C1/CN2[C@@H]3C4CO[C@@H]3c3c([nH]c5cc(OC)ccc35)[C@@H]2CC14 (some centres undefined) | · | -5.0% | -3.0%
COc1ccccc1-n1c(O)c(/C=N/N2CCCCC2)c(=O)n(-c2ccccc2OC)c1=S | -1.3% | -0.5% | -0.3%
CN1CCN(c2ccc(C(F)(F)F)cc2N)CC1 | -4.7% | -6.0% | 9.2%
O=C1c2ccccc2C2(c3ccc(Cl)cc3)NCCN12 (centres undefined) | -3.9% | 4.1% | -0.5%
COc1cc(CN2CC=C(c3ccc(F)cc3)CC2)cc(OC)c1 | -12.0% | ? | -5.2%
O=C(Cc1ccc(Cl)c(Cl)c1)N1CCCCC1CN1CCCC1 (centres undefined) | 1.9% | -36.3% | ·
O=C1NC(=O)N(CCC2=CCCCC2)C(=O)/C1=C/c1ccc(O)cc1 | -6.5% | -5.0% | ?
CC(=O)[C@H]1[C@H](C#N)C[C@H]2[C@@H]3CC=C4C[C@@H](O)CC[C@]4(C)[C@H]3CC[C@@]21C | -3.3%&-20.0%&-12.3% | ? | -10.7%&-12.1%
CC1(C)C[C@H]2C=C(C=O)[C@]3(C=O)C[C@]3(C)[C@H]2C1 | -3.1% | 0.92µM* | -4.5%
Cc1ccc(N)c(C)c1 | 2.1% | 2.0% | 19.9%
CC(C)n1c(O)c(C2c3cc(Cl)ccc3Oc3[nH]c(=O)n(C(C)C)c(=O)c32)c(=O)[nH]c1=O (centres undefined) | 28.2µM* | 2.91µM* | -14.2%
COc1ccc2c3c1OC1[C@H](O)CCC4[C@@H](C2)N(C)CC[C@]314 (some centres undefined) | -4.9% | -12.1% | 17.6%
CCCN(CCC)[C@@H]1CCc2c(OC)cccc2[C@@H]1C | 3.6% | ? | ·
C/C(=N\N1CCCCCC1)c1c(O)n(-c2ccc(C)cc2)c(=O)[nH]c1=O | -2.9% | 0.9% | -1.0%
COC(=O)C1=C(c2ccc(OC)c(OC)c2)C[C@@H]2CC[C@H]1N2C(=O)N1CCOCC1 | -4.0% | 20.6µM* | -1.7%

Some of the entries above in a different format.
> O=C1NC(=O)N(CCC2=CCCCC2)C(=O)/C1=C/c1ccc(O)cc1
  GCN5L2 inh: -6.5%; DT40 TDP1 CPT: -5.0%; FEN1 inh: ?
> CC(C)n1c(O)c(C2c3cc(Cl)ccc3Oc3[nH]c(=O)n(C(C)C)c(=O)c32)c(=O)[nH]c1=O (centres undefined)
  GCN5L2 inh: 28.2µM*; DT40 TDP1 CPT: 2.91µM*; FEN1 inh: -14.2%
> COc1ccc2c3c1OC1[C@H](O)CCC4[C@@H](C2)N(C)CC[C@]314 (some centres undefined)
  GCN5L2 inh: -4.9%; DT40 TDP1 CPT: -12.1%; FEN1 inh: 17.6%
> CCCN(CCC)[C@@H]1CCc2c(OC)cccc2[C@@H]1C
  GCN5L2 inh: 3.6%; DT40 TDP1 CPT: ?; FEN1 inh: ·

Continued.
SMILES | GCN5L2 inh | DT40 TDP1 CPT | FEN1 inh
CN(C)P(=O)(NC(=O)c1cccn1C)N(C)C | -4.4% | 0.7% | 10.7%
CCOc1ccc(N(C(C)C(=O)Nc2cc(Cl)ccc2OC)S(C)(=O)=O)cc1 (centres undefined) | -6.1% | 0.581µM* | -1.2%
O=S1(=O)N(Cc2ccccc2)CCCN1Cc1cccc(Cl)c1 | -6.0% | -2.6% | -12.0%
CCC(=NCCc1c[nH]c2ccccc12)c1c(O)n(-c2ccc(C)cc2)c(=O)[nH]c1=O | -6.1% | ? | -13.9%
COc1ccccc1NC1(C#N)CCCCC1 | 0.2% | -10.1% | -9.1%
O=c1[nH]c(=S)[nH]c(O)c1N=Nc1cc2c(cc1[N+](=O)[O-])OCO2 | 10.5% | ? | -6.7%
COc1cc2c(cc1OC)C(C(=O)N1CCC3(CC1)OCCO3)C(c1ccccc1F)N(C)C2=O (centres undefined) | -1.8% | -12.0% | -2.6%
COc1ccc(C=C2C(=O)NC(=S)NC2=O)cc1OC | · | -9.0% | 15.8%
O=C(CCCN1CCC(n2c(=O)[nH]c3ccccc32)CC1)c1ccc(F)cc1 | 1.7% | ? | -10.2%
O=C(O)c1cc[c]([Hg][Cl])cc1 | 0.251µM* | 0.651µM* | 25.1µM*

A different layout for 3 compounds above:
Below each compound – GCN5L2 inh, DT40 TDP1 CPT, FEN1 inh
- COc1cc2c(cc1OC)C(C(=O)N1CCC3(CC1)OCCO3)C(c1ccccc1F)N(C)C2=O (centres undefined)
    -1.8%, -12.0%, -2.6%
- COc1ccc(C=C2C(=O)NC(=S)NC2=O)cc1OC
    ·, -9.0%, 15.8%
- O=C(CCCN1CCC(n2c(=O)[nH]c3ccccc32)CC1)c1ccc(F)cc1
    1.7%, ?, -10.2%

Following part.
SMILES | GCN5L2 inh | DT40 TDP1 CPT | FEN1 inh
c1cc2c(cc1CCNC1C3CC4CC(C3)CC1C4)OCO2 (centres undefined) | -1.0% | -22.7% | 4.7%
Cc1oc2ccc(O)c(CN3CCCCCC3)c2c1C(=O)Nc1cccc(Cl)c1C | -0.5% | 3.66µM* | 2.0%
CN1OCC2Cn3c(nc4ccccc43)C21 (centres undefined) | 34.0%[activator] | 1.4% | 16.6%
COc1ccc(-n2c(O)c(C=NCCN3CCN(C(C)=O)CC3)c(=O)[nH]c2=S)cc1 | -2.8% | 10.8% | -1.4%
CCC1(CC)COP(=O)(OCC(Cl)CCl)OC1 (centres undefined) | · | 0.5% | 9.3%
CC(C)N(CC#CCC1(O)c2ccccc2-c2ccccc21)C(C)C | 23.5% | -13.8% | 12.5%

Some entries already given, showing only GCN5L2 inh and DT40 TDP1 CPT.
structure	GCN5L2 inh	DT40 TDP1 CPT
CCC1(CC)COP(=O)(OCC(Cl)CCl)OC1 (centres undefined)	·	0.5%
CN1OCC2Cn3c(nc4ccccc43)C21 (centres undefined)	34.0%[activator]	1.4%
COc1ccc(-n2c(O)c(C=NCCN3CCN(C(C)=O)CC3)c(=O)[nH]c2=S)cc1	-2.8%	10.8%
Cc1oc2ccc(O)c(CN3CCCCCC3)c2c1C(=O)Nc1cccc(Cl)c1C	-0.5%	3.66µM*
